Screening data as filed in PubChem.
AID364: cytotoxicity toward Jurkat T cells, primary screen, cell-based, Jurkat E6.1, NIH starter set (AID 364). Jurkat E6.1 viability, ATP luminescence, 48 h; higher % means a stronger effect. one-dose inhibition, % at 4 µM; CC50 in µM for titrated hits. 3,300 tested, 2% active;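 active means concentration giving half-maximal inhibition at or below 20 micromolar; inactive means half-maximal concentration above 20 micromolar, or not dose tested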;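 further: 100% = cells treated with 4 µM doxorubicin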
HT29 cell growth-1: HT29 colon tumor cell growth inhibition, primary screen, imaging, high content imaging, 48 h, CellTiter-Glo (AID 771); growth inhibition, % at 10 µM; 3,300 tested, 2% active; HT29 cell growth, HCS imaging cell count, 48 h; active compounds read high;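 active means growth inhibition above 90%, meaning viable cell count by imaging cut by more than 90% versus vehicle controls; inactive means growth inhibition below 90%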;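 further: percent fewer viable cells counted by imaging than vehicle controls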
HT29 cell growth-2: HT29 colon tumor cell growth inhibition, primary screen, imaging, high content imaging, 24 h, CellTiter-Glo (AID 770); HT29 cell number by imaging, 24 h; active compounds read high; 3,300 tested, under 10 active; growth inhibition, % at 10 µM;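 active means growth inhibition above 90% in viable cell count at a single dose; inactive means growth inhibition below 90%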
AID772: HT29 colon tumor cell growth inhibition, primary screen, imaging, high content imaging, 72 h, CellTiter-Glo (AID 772). HT29 cell growth, HCS imaging cell count, 72 h; active compounds read high. growth inhibition, % at 10 µM. 3,300 tested, 0.6% active;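 active means growth inhibition above 90%, meaning viable cell count cut by more than 90% versus vehicle controls; inactive means growth inhibition below 90%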
A549 proliferation: A549 NSCLC cell proliferation inhibitors – ATP luminescence, human non-small cell lung line, primary screen (AID 371). growth inhibition, % at 10 µM. 3,300 tested, 8.4% active. A549 growth inhibition, ATP luminescence; active compounds read high;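 active means mean growth inhibition over the two runs of 50% or more; inactive means mean growth inhibition under 50%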;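 further: compound exposure lasted 72 h before the ATP read; 0% = untreated cell signal and 100% = no luminescence left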
HT29 cell growth-2 condensed nuclei: second read-out of HT29 cell growth-2, no call of its own (marks repeat the call); condensed nuclei, %; measured here: percent cells with condensed nuclei;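 share of cells whose nuclear area falls below control median minus 1.5 SD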
HT29 cell growth-2 ATP viability: second read-out of HT29 cell growth-2, no call of its own (marks repeat the call); growth inhibition, %; measured here: ATP CellTiter-Glo viability
HT29 cell growth-1 condensed nuclei: recorded beside HT29 cell growth-1, whose call it bears; condensed nuclei, %; measured here: percent cells with condensed nuclei;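 condensed means Hoechst nuclear area under control median minus 1.5 SD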
HT29 cell growth-1 ATP viability: further read-out of HT29 cell growth-1, marked with its call; growth inhibition, %; measured here: ATP CellTiter-Glo viability inhibition
AID772 condensed nuclei: second read-out of AID772, no call of its own (marks repeat the call); condensed nuclei, %; measured here: percent cells with condensed nuclei;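 condensed means nuclear area below control median minus 1.5 SD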
AID772 second: recorded beside AID772, whose call it bears; growth inhibition, %; measured here: ATP CellTiter-Glo viability
The depositor's hits bear a star; x = no result given; & = joins results of further samples; ! = a repeat was not active. Some of the compounds tested; rates above refer to the full screens.

no.	SMILES	AID364	HT29 cell growth-1	HT29 cell growth-1 condensed nuclei	HT29 cell growth-1 ATP viability	HT29 cell growth-2	HT29 cell growth-2 condensed nuclei
1	Cc1ccc2c(c1)C(CCN)C(=O)N2Cc1ccccc1 (centres undefined)	0%	-90	2.5	-29	-22	0.6
2	CCC(=O)N(Cc1cccs1)C1CCOC(C)(C)C1 (centres undefined)	-6%	-13	1.7	-7	10	3.1
3	CNC(=O)c1cc2ccccc2o1	4%	-40	2.5	-26	-2	1.6
4	c1ccc(OCc2nn3c(-c4ccco4)nnc3s2)cc1	2%	51	2.1	9	-13	3.1
5	CC1N(O)C(c2ccc(Cl)cc2Cl)N(O)C1(C)C (centres undefined)	3%	25	1.9	-3	-20	2.1
6	O=c1[nH]cnc2cc(-c3ccccc3)sc12	-7%	-6	3.5	-8	8	2.8
7	CC12CCC(C(=O)N(CCC#N)CCC#N)(CC1=O)C2(C)C (centres undefined)	-11%	-1	1.8	-4	-47	3.4
8	CCCCN(C(=O)CCC(=O)O)C1CC(=O)N(c2ccc(OCCC)cc2)C1=O (centres undefined)	0%	-15	2.2	6	20	1.7
9	Cc1nnc(C)n1/N=C/c1cc(Br)cc(Br)c1O	0%	11	4.3	5	0	1.9
10	COc1ccc(C(=O)c2ccc(N3CCOCC3)cc2)c(OC)c1	-5%	9	4.5	-19	12	3.8
11	C#CC1CN(Cc2ccccc2)CC(C#C)N1C (centres undefined)	-12%	41	2.9	-13	6	4.2
12	c1ccc2c(c1)[nH]c1c(N3CCN(C4CCCCC4)CC3)ncnc12	8%	59	3.1	3	17	2.4
13	CCOC(=O)N1CCN(c2ncnc3c2cnn3-c2ccc(OC)cc2)CC1	3%	36	2.2	16	17	4.0
14	C=CCn1c(=S)[nH]c2ccccc2c1=O	-11%	-72	2.2	-35	0	1.3
15	CCOC(=O)C1=C(CSc2nc3c(cc2C#N)CCC3)OC(N)=C(C#N)C1c1ccccc1 (centres undefined)	-1%	27	0.4	-7	-37	2.1

no.	HT29 cell growth-2 ATP viability	AID772	AID772 condensed nuclei	AID772 second	A549 proliferation
1	-2	-34	4	-22	10
2	-14	2	4	-35	3
3	-11	16	7	9	-3
4	-7	-63	2	-14	18
5	-9	16	1	-6	-12
6	3	-35	3	-17	3
7	4	-42	11	-39	5
8	7	-111	2	-29	0
9	-7	-7	4	8	9
10	-2	-108	7	-55	45
11	-9	-61	3	-41	4
12	-7	61	15	26	38
13	6	31	9	28	22
14	-14	-16	2	-11	7
15	-7	35	13	7	21

The listing continues.
no.	SMILES	AID364	HT29 cell growth-1	HT29 cell growth-1 condensed nuclei	HT29 cell growth-1 ATP viability	HT29 cell growth-2	HT29 cell growth-2 condensed nuclei
16	Clc1ccc(-c2nn3c(-c4cccc(Cl)c4)nnc3s2)cc1	-12%	25	3.0	-11	42	5.3
17	O=C(OCCN1CCOCC1)c1ccc(OCCN2CCOCC2)cc1	-3%	4	1.5	-14	-24	3.9
18	COc1cccc(COc2nc3c(c(=O)n(C)c(=O)n3C)n2C)c1	-4%	32	2.2	-23	-1	3.5
19	Cc1nc2sc(C)c(C)c2c(=O)o1	0%	-24	1.1	-12	-9	4.9
20	CN1CCc2c(C#N)c(N3CCCCC3)nc(N3CCOCC3)c2C1	10%	-30	1.6	-2	18	3.0
21	CN1CCN(c2nc(C(N)=O)cc(-c3ccccc3)n2)CC1	4%	35	3.2	10	-9	1.9
22	Cn1nccc1C(=O)Nc1ccccc1C(=O)O	-8%	36	2.0	25	29	2.9
23	CN1CCN(Cc2c(O)ccc3c(-c4ccccc4)cc(=O)oc23)CC1	8%	69	2.0	-11	9	2.3
24	COc1ccccc1C(=O)NC(=Nc1nc2ccccc2o1)NC(=O)c1ccccc1OC	12%	-61	2.4	-39	23	3.1
25	COC(=O)c1cc(Br)c(=O)n(-c2cc(C)on2)c1	8%	11	2.4	-22	2	4.1
26	CSc1nc(N2CCCC2)c2c(c1C#N)CC(C)(C)OC2	6%	-2	1.6	1	-22	2.7
27	CC(C)OC(=O)c1nn2c(C(F)(F)F)cc(-c3ccc(Br)o3)nc2c1Br	-4%	-5	1.4	0	19	4.7
28	COc1cc(C2C(C(=O)c3cccs3)=C(O)C(=O)N2c2cc(C)on2)ccc1O (centres undefined)	-3%	38	2.7	12	23	4.5
29	CCN1C(=O)CC(N2CCN(c3ccc(OC)cc3)CC2)C1=O (centres undefined)	0%	5	2.0	1	-6	4.3
30	COn1c(SC2CCCCC2)nc2ccccc2c1=O	-11%	-20	2.3	-10	14	4.5

no.	HT29 cell growth-2 ATP viability	AID772	AID772 condensed nuclei	AID772 second	A549 proliferation
16	10	-79	9	-48	23
17	-3	15	7	-13	3
18	-4	24	5	-10	29
19	9	-27	3	-54	4
20	11	4	3	24	3
21	-5	24	8	12	17
22	7	-103	2	-22	3
23	-11	-48	3	-23	8
24	-5	-4	2	8	67*
25	-9	-32	2	-42	5
26	-14	-27	4	-60	0
27	10	29	9	6	22
28	13	8	7	4	-1
29	-7	-17	3	-25	0
30	15	52	12	29	16

An excerpt from above in order of molecular weight, lowest first.
no.	SMILES	AID364	HT29 cell growth-1	HT29 cell growth-1 condensed nuclei	HT29 cell growth-1 ATP viability	HT29 cell growth-2	HT29 cell growth-2 condensed nuclei
22	Cn1nccc1C(=O)Nc1ccccc1C(=O)O	-8%	36	2.0	25	29	2.9
20	CN1CCc2c(C#N)c(N3CCCCC3)nc(N3CCOCC3)c2C1	10%	-30	1.6	-2	18	3.0
17	O=C(OCCN1CCOCC1)c1ccc(OCCN2CCOCC2)cc1	-3%	4	1.5	-14	-24	3.9

no.	HT29 cell growth-2 ATP viability	AID772	AID772 condensed nuclei	AID772 second	A549 proliferation
22	7	-103	2	-22	3
20	11	4	3	24	3
17	-3	15	7	-13	3

Next part:
no.	SMILES	AID364	HT29 cell growth-1	HT29 cell growth-1 condensed nuclei	HT29 cell growth-1 ATP viability	HT29 cell growth-2	HT29 cell growth-2 condensed nuclei
31	CC1CCc2cc(F)cc3c(=O)c(C(=O)O)cn1c23 (centres undefined)	-4%	12	1.7	x	26	4.5
32	CCCCN1C[C@H](O)[C@@H](O)[C@H](O)[C@H]1CO	8%	12	2.5	x	-36	3.2
33	CC(=O)[C@H]1CC[C@H]2[C@@H]3CCC4=CC(=O)CC[C@]4(C)[C@H]3[C@H](O)C[C@]12C	6%	-6	1.1	x	-4	5.4
34	CCC1SC2=NC(C)=C(C(=O)OCCOC)C(c3ccc(C(=O)OC)cc3)N2C1=O (centres undefined)	2%	1	0.8	-22	-26	4.1
35	Nc1nc(Cl)nc2c1ncn2[C@H]1C[C@H](O)[C@@H](CO)O1	1.8µM*!	-18&9	1.2&1.6	x	-11&7	2.9&4.3
36	CN(C)CC(O)COc1cccc(OCC(O)CN(C)C)c1 (centres undefined)	1%	27	2.0	-7	17	6.2
37	c1cc2c(cc1C1=Nn3c(nnc3C3CCCCC3)SC1)OCO2	6.9µM*	67	19	64	80	13
38	N#Cc1nc(-c2cccs2)oc1NCc1ccccc1Cl	0%	-6	1.3	-9	20	2.9
39	COc1ccc(C(=O)Nc2cccnc2)cc1C(=O)Nc1cccnc1	-6%	-16	3.1	x	13	5.3
40	C=CCN1C(=O)CC(C(=O)NC)SC1=Nc1ccc(C(=O)OCC)cc1 (centres undefined)	-5%	27	1.1	-17	4	2.5
41	COc1ccccc1N1CCN(C2CCN(C(=O)c3cccs3)CC2)CC1	-6%	32	4.3	11	9	1.8
42	O=C(O)C1CC(=O)N(Cc2cccs2)C1 (centres undefined)	-7%	-21	2.5	3	15	1.7
43	CN(C)CCOC(c1ccccc1)c1ccccc1	-6%	4	1.8	x	-14	3.1
44	CCc1c(C)c2cc(Cl)c(O)c(CN3CCCCC3)c2oc1=O	5%	1	0.0	0	19	1.8
45	Nc1nonc1OCCc1ccccc1	0%	-30	2.3	-17	6	3.4

no.	HT29 cell growth-2 ATP viability	AID772	AID772 condensed nuclei	AID772 second	A549 proliferation
31	-5	15	4	1	-3
32	-34	-72	1	-28	13
33	-14	-15	2	4	2
34	-24	-49	4	-68	-14
35	-14&-8	-18&-36	3&5	-6&-10	-2&1
36	-8	-49	5	-41	3
37	31	-20	23	85	50*
38	17	20	2	-26	16
39	-18	27	2	-14	-11
40	1	-15	8	-16	6
41	-4	21	8	20	7
42	12	32	12	27	1
43	-18	41	7	18	4
44	-7	-12	1	-32	-1
45	-10	0	10	-3	9

Some of the entries above, set out differently:
no.	SMILES	AID364	HT29 cell growth-1	HT29 cell growth-1 condensed nuclei	HT29 cell growth-1 ATP viability	HT29 cell growth-2	HT29 cell growth-2 condensed nuclei	HT29 cell growth-2 ATP viability	AID772	AID772 condensed nuclei	AID772 second	A549 proliferation
32	CCCCN1C[C@H](O)[C@@H](O)[C@H](O)[C@H]1CO	8%	12	2.5	x	-36	3.2	-34	-72	1	-28	13
33	CC(=O)[C@H]1CC[C@H]2[C@@H]3CCC4=CC(=O)CC[C@]4(C)[C@H]3[C@H](O)C[C@]12C	6%	-6	1.1	x	-4	5.4	-14	-15	2	4	2
34	CCC1SC2=NC(C)=C(C(=O)OCCOC)C(c3ccc(C(=O)OC)cc3)N2C1=O (centres undefined)	2%	1	0.8	-22	-26	4.1	-24	-49	4	-68	-14
35	Nc1nc(Cl)nc2c1ncn2[C@H]1C[C@H](O)[C@@H](CO)O1	1.8µM*!	-18&9	1.2&1.6	x	-11&7	2.9&4.3	-14&-8	-18&-36	3&5	-6&-10	-2&1

Next part
no.	SMILES	AID364	HT29 cell growth-1	HT29 cell growth-1 condensed nuclei	HT29 cell growth-1 ATP viability	HT29 cell growth-2	HT29 cell growth-2 condensed nuclei
46	O=C(O)c1cc2cccc(S(=O)(=O)N3CCOCC3)c2cc1O	-3%	26	1.4	1	17	3.5
47	CC1CNCCN1S(=O)(=O)c1cccc2cnccc12 (centres undefined)	3%	7	1.2	x	18	0.8
48	Clc1ccc(-c2nnc3sc(Cc4cccs4)nn23)c(Cl)c1	4%	29	10	-11	9	5.6
49	CCCSc1nc(O)c(C2OC(=O)c3c2ccc(OC)c3OC)c(=O)n1C (centres undefined)	1%	-68	1.6	-36	8	3.9
50	CC(=O)N=c1sc(S(N)(=O)=O)nn1C	-2%	26	2.0	x	-8	2.5
51	COC(=O)NCC12CC3CC(C1)CC(CNC(=O)OC)(C3)C2	-10%	39	1.7	32	28	5.7
52	COc1ccc(/C(O)=C2\C(=O)C(=O)N(c3cc(C)on3)C2c2ccccc2OC)cc1 (centres undefined)	5%	51	1.7	25	-2	3.2
53	Cc1cccc(N2C(=O)CC(N3CCN(Cc4ccc(Cl)cc4)CC3)C2=O)c1 (centres undefined)	9%	-48	3.1	-5	-42	3.5
54	CCn1nc(NC(=O)c2cccnc2)c2cc3ccccc3nc21	0%	24	7.7	-17	-15	2.0

no.	HT29 cell growth-2 ATP viability	AID772	AID772 condensed nuclei	AID772 second	A549 proliferation
46	-6	44	6	-2	-1
47	0	34	5	12	-9
48	14	33	7	-26	53*
49	1	44	5	-11	3
50	-4	-25	7	7	-9
51	17	-45	3	-24	2
52	1	51	4	-6	-11
53	-12	-22	2	-40	-2
54	-1	18	14	-46	11

Rewritten with tabs: entries from further up
entry	molecule	AID364	HT29 cell growth-1	HT29 cell growth-1 condensed nuclei	HT29 cell growth-1 ATP viability	HT29 cell growth-2	HT29 cell growth-2 condensed nuclei	HT29 cell growth-2 ATP viability	AID772	AID772 condensed nuclei	AID772 second	A549 proliferation
47	CC1CNCCN1S(=O)(=O)c1cccc2cnccc12 (centres undefined)	3%	7	1.2	x	18	0.8	0	34	5	12	-9
48	Clc1ccc(-c2nnc3sc(Cc4cccs4)nn23)c(Cl)c1	4%	29	10	-11	9	5.6	14	33	7	-26	53*
49	CCCSc1nc(O)c(C2OC(=O)c3c2ccc(OC)c3OC)c(=O)n1C (centres undefined)	1%	-68	1.6	-36	8	3.9	1	44	5	-11	3
50	CC(=O)N=c1sc(S(N)(=O)=O)nn1C	-2%	26	2.0	x	-8	2.5	-4	-25	7	7	-9
